GALK inhibitor – qHTS Assay for Inhibitors of Human Galactokinase (GALK) | Potency, µM (top dose mostly 57.5 µM), for the others: at the top dose activity change, negative = inhibition, hits mostly inhibitors | Purified GALK, Kinase-Glo residual ATP luminescence | actives 0.007% (n = 270,000) | P51570; further: potency means the concentration at half of the fitted maximal effect; on the % scale 0 is the no-effect control and ±100 the full control effect
Target sequence (P51570 whole entry, looked up): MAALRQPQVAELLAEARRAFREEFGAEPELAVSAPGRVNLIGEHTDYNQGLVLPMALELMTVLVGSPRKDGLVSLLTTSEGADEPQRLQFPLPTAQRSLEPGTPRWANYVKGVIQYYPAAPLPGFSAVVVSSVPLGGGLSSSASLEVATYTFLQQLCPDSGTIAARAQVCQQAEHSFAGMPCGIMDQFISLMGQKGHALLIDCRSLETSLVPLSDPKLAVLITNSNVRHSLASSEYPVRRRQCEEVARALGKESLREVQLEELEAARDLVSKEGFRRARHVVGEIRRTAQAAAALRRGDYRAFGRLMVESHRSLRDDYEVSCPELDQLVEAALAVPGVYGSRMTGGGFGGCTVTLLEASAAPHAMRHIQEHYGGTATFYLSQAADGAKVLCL
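Galactose (100 uM) and ATP (35 uM) were turned over by 5 nM GALK for 1 h at RT. Kinase-Glo Plus then converted the remaining ATP into a luminescent signal.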
Chronic BCR inh – qHTS Assay to Find Inhibitors of Chronic Active B-Cell Receptor Signaling; AID 493014, 2011; actives 0.05% (n = 340,000); Potency, µM (series often up to 46.1 µM), for the others: at the top dose ratio change, negative = lower green/red ratio, usual class: inhibitors; ABC-DLBCL IkBa-CBG/CBR reporter, luminescence ratio, 4 h; active means well fitted inhibition curve with a large enough effect in the signal ratio, with a control signal flat, not every such curve was filed as active; inconclusive means small, poorly fitted or top-dose-only effect, or effect the other way, or a change in a side signal; the % refers to the signal ratio;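 further: potency means the concentration at half of the fitted maximal effect; plate controls were basal doxycycline-induced cells for no effect and cells given 10 µM MG132 for full effect; MG132 reads +100%, hits lower the ratio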
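Compounds up to 46 uM were incubated four hours with TMD8 cells whose green CBG68 luciferase is fused to IkappaBalpha; red CBR luminescence normalised the signal, and concentration-effect curves were fitted to fusion, red and ratio data.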
Menin MLL FP TR – qHTS Assay for Inhibitors Targeting the Menin-MLL Interaction in MLL Related Leukemias: Competition With Texas Red Labeled MLL-derived Mutant Peptide. Menin + Texas Red MLL mutant peptide, fluorescence polarization. Potency, µM (series often up to 61.6 µM), inactives show at the highest dose FP activity change, negative = inhibition, usual class: inhibitors. actives 0.23% (n = 270,000); active means well fitted inhibition curve with a large enough effect in the polarisation, with a control signal flat, not every such curve was filed as active; inconclusive means small, poorly fitted or top-dose-only effect, or effect the other way, or a change in a side signal; inactive means no such curve, though single readings can be large or run the other way; the % refers to the polarisation; further: potency means the concentration at half of the fitted maximal effect; % of control where 0% means no effect; many of its hits are not listed in these tables
Target sequence (O00255 whole entry, looked up): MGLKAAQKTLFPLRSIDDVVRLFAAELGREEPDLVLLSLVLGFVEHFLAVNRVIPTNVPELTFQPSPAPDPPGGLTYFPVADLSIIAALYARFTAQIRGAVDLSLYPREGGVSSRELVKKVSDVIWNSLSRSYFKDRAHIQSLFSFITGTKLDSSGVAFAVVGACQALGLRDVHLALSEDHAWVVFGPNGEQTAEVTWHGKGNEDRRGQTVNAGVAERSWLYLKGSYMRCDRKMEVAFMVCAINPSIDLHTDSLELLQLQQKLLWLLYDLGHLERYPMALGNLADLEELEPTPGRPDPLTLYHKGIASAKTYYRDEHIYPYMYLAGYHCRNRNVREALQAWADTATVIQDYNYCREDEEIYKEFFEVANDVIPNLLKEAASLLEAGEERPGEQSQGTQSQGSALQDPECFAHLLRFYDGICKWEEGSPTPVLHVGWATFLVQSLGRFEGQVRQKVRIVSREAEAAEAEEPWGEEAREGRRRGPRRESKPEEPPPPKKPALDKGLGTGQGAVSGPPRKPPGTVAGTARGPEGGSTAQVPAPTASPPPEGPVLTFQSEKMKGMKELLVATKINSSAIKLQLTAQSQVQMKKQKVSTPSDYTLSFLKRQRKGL
Giardia kill – Small Molecules that selectively kill Giardia lamblia: qHTS; Giardia lamblia trophozoite viability; activity change, % at 7.66 µM, hits read low; actives 0.15% (n = 340,000); in the data active means activity change below about -80%; inconclusive means between about -30% and that limit;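 further: parasites exposed to compound for two days anaerobically before the ATP read; on the % scale 0 is the no-effect control and ±100 the full control effect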
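Luminescence from cellular ATP indicates surviving trophozoites (100 cells/well) following 48 hrs anaerobic compound treatment at 37 deg C; signal develops 15-30 min at room temperature.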
Coupling enz – qHTS Assay for Inhibitors of Fructose-1,6-bisphosphate Aldolase from Giardia Lamblia: Coupling assay counterscreen; coupling enzyme system counterscreen, AmpLite Red fluorescence; activity change, negative = inhibition, % at 58.2 µM, hits read low; actives 0.67% (n = 290,000); in the data active means activity change below about -30%; further: on the % scale 0 is the no-effect control and ±100 the full control effect
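Counterscreen lacking aldolase: glyceraldehyde-3-phosphate coupling-enzyme reagent preincubated 10 min at RT with compound (at 57.5 uM final), then substrate/coupling system with AmpLite Red added; fluorescence read at 525/598 nm after 20 min RT.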
PKM2 activator – qHTS Assay for Activators of Human Muscle isoform 2 Pyruvate Kinase | purified PKM2, Kinase-Glo ATP luminescence, activation; response scale: 0% is enzyme alone, no compound | Potency, µM (doses to about 57.5 µM), for inactives: at the highest dose activation, hits mostly activators | actives 0.34% (n = 260,000); further: potency means the concentration at half of the fitted maximal effect; on the % scale 0 is the no-effect control and ±100 the full control effect; nearly all actives have a fitted effect of over 55% in size
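Purified hPK-M2 (>95% pure) converted ADP (0.1 mM final) to ATP with 0.5 mM PEP in 50 mM imidazole pH7.2, KCl, MgCl2, Tween 20, BSA; 1 h at room temperature. ATP detected by Kinase-Glo luminescence.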
S-ASM inh – Inhibitors of Secretory Acid Sphingomyelinase (S-ASM): qHTS; actives 0.006% (n = 340,000); Potency, µM (top dose mostly 57.5 µM), for inactives: top-dose activity change, negative = inhibition, hits mostly inhibitors; placental ASM, HMU-PC fluorogenic substrate, 60 min; AID 504937, 2011; further: potency means the concentration at half of the fitted maximal effect
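Fluorogenic HMU-PC substrate (9 uM final) is turned over by placental ASM in 60 min at 37 C after a 10 min compound preincubation. Reaction ended by alkaline stop (pH 10), with fluorescence read at 386/447 nm.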
PTAP TSG101 blk – qHTS Assay for Iinhibitors of HIV-1 Budding by Blocking the Interaction of PTAP/TSG101; Tumor susceptibility gene 101 protein (Homo sapiens), Q99816; Fluorescence polarization, FITC-PTAP peptide / Tsg101 binding; Potency, µM (top dose mostly 115 µM), for inactives: at the top dose activity change, negative = inhibition, usual class: inhibitors; 340,000 tested, under 10 active; active means well fitted inhibition curve with a large enough effect in the main read-out, with a control signal flat, not every such curve was filed as active; inconclusive means small, poorly fitted or top-dose-only effect, or effect the other way, or a change in a side signal; inactive means no such curve, though single readings can be large or run the other way; further: potency means the concentration at half of the fitted maximal effect; % of control where 0% means no effect
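Fluorescence polarization binding of Tsg101 binding domain (10 uM final) to FITC-labeled PTAP peptide (50 nM final) in HEPES pH 7.5 buffer with NaCl, Tween 20, EDTA, TCEP. Compounds added before peptide; binding 20 min at RT.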
Tb PFK block – qHTS Assay to Find Inhibitors of T. brucei phosphofructokinase | actives 0.17% (n = 330,000) | AID 485367, 2010 | T. brucei PFK, ADP-Glo luminescence | ATP-dependent 6-phosphofructokinase (Trypanosoma brucei brucei), O15648 | Potency, µM (doses to about 57.5 µM), inactives show at the highest dose activity, negative = inhibition, actives largely listed as inhibitors;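 further: potency means the concentration at half of the fitted maximal effect; 0% = uninhibited 1x PFK enzyme wells and -100% = no-enzyme wells; nearly all actives have a fitted effect of over 60% in size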
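ADP-Glo luminescence quantified ADP after 45 min at room temperature, with 1.25 nM T. brucei PFK, 0.1 mM ATP and 0.5 mM fructose-6-phosphate in pH 8.0 TEA buffer. qHTS titrations up to 57 µM; curves classified by quality.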
B2AR arrestin – qHTS assay of beta-arrestin-biased ligands of beta2-adrenergic receptor | Beta-2 adrenergic receptor (Homo sapiens), P07550 | beta-arrestin recruitment to beta2AR, cell-based reporter | Potency, µM (doses to about 46.1 µM), without a hit: at the highest dose activation, usual class: activators | actives 0.02% (n = 330,000) | AID 492947, 2010;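 further: potency means the concentration at half of the fitted maximal effect; 0% = DMSO controls and full agonism = EC100 isoproterenol or metaproterenol; nearly all actives have a fitted effect of over 65% in size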
a7 integrin act – qHTS for Activators of Integrin-Mediated Alleviation for Muscular Dystrophy; Potency, µM (series often up to 38.3 µM), inactives show at the top dose activation, actives largely listed as activators; actives 0.064% (n = 350,000); alpha7betagal myoblasts, beta-gal FDG fluorescence, 48 h;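 further: potency means the concentration at half of the fitted maximal effect; 100% = response of the positive control SU9516; nearly all actives have a fitted effect of over 60% in size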
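Alpha7betagal+/- myoblasts (passage 13) were plated 16-24 hr, then exposed to compounds (1:260 dilution of DMSO stock) for 48 hours at 37C. After MPER lysis, β-galactosidase reporter activity was read as FDG fluorescence (ex 480/em 540) after 30 minutes.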
Starred values were filed as active, the others as inactive; ? = inconclusive; . = not tested or not shown; & = joins results of further samples; [ ] = remark or other dose. Unless noted, the call rests on the fitted dose curve; in most records, active means well fitted curve in the direction sought with a large enough effect; inconclusive means small, poorly fitted or top-dose-only effect, or another doubt; inactive means no such curve, though single readings can be large; an effect the other way counts as inactive or inconclusive.

SMILES | GALK inhibitor | Chronic BCR inh | Menin MLL FP TR | Giardia kill | Coupling enz | PKM2 activator | S-ASM inh | PTAP TSG101 blk | Tb PFK block | B2AR arrestin | a7 integrin act
CCC(C)c1ccc(NC(=S)NN2CCOCC2)cc1 (stereo unspecified) | 0% | ? | ? | 6 | -1 | 4% | 5% | -1% | -2% | 0.3% | 0%
CSc1nc(C)cc(OCC(=O)N/N=C/c2ccccc2O)n1 | 1% | ? | 29% | 23 | -1 | -3% | 345%[activator] | -9% | -1% | 2.7% | 1%
CCC(=O)c1ccc(OCC(=O)OCC(=O)Nc2cccc(S(=O)(=O)N3CCCC3)c2)cc1 | . | -1% | . | 20 | . | . | -6% | 2% | -1% | -0.2% | -5%
CCCN(CCC)c1nc(C#N)nc(N(CCC)CCC)n1 | -3% | 5% | -6% | 11&1 | -3 | 0% | -5% | 0% | -3% | 0.0% | -29%
CN=C(Nc1cccnc1)c1ccccc1 | 5% | -6% | -15% | 3 | 1 | . | -1% | -1% | 2% | -1.2% | 0%
CCN(c1ccccc1)S(=O)(=O)c1ccc(C(=O)NCCc2ccc(S(N)(=O)=O)cc2)cc1 | -2% | 18% | 19% | 6 | 2 | 3% | -2% | -1% | 0% | -1.4% | 19%
Cc1cc(Cl)ccc1OCC(=O)OCC(=O)c1c(N)n(C)c(=O)n(C)c1=O | . | 2% | . | 11 | . | . | -1% | -2% | 10% | 0.2% | -12%
CC(=O)Nc1ccc(CN2CCCN(C)CC2)cc1 | -1% | 5% | 5% | 3 | 1 | 0%[11.5 µM] | 0% | 1% | -6% | -0.3% | ?
CCCC(=O)Nc1nnc(SCC(=O)NC2CC2)s1 | 19% | -1% | 21% | 8 | 3 | 0% | -4% | 2% | 4% | 5.1% | -12%
Cc1ccn2cc(C(=O)Nc3ccccc3N3CCOCC3)nc2c1 | -4% | 6% | -11% | -11 | 2 | 0% | -2% | -5% | -2% | 0.4% | ?
COCCn1c(SCC(=O)NC(=O)NCc2ccccc2)nc2ccccc21 | -3% | 4% | -3% | 1 | -1 | 8% | -3% | -7% | -1% | -0.1% | 0%
CCN(CC)c1nc(SCCOC(=O)Nc2ccccc2)nc(N(CC)CC)n1 | -5% | 0% | 9% | 37[activator] | -1 | -4% | -8% | -8% | 1% | -0.8% | -31%
Nc1nonc1N/N=C/c1c(O)ccc2ccccc12 | -3% | 8% | ? | -2 | -9 | 23% | -17% | -6% | 2% | 3.1% | -9%
CCN1C(=O)S/C(=C/c2c(OCc3ccc(C(=O)O)cc3)ccc3ccccc23)C1=O | . | ? | ? | 2 | 10 | -6% | 22% | -9% | 0% | -0.5% | -3%
COc1cccc(-c2nn3c(-c4ccccn4)nnc3s2)c1 | 3% | ? | ? | -10 | -3 | -3% | -2% | 1% | 5% | -0.7% | -18%
COc1ccccc1NC(=O)c1cc([N+](=O)[O-])ccc1NCCN1C(=O)CCC1=O | 2% | ? | ? | 14 | 2 | -6% | -4% | -10% | 0% | 0.6% | 42%
CN(CC(=O)Nc1cccc(F)c1)CC(=O)N1CCCCC1 | . | ? | . | -6 | . | . | -1% | -4% | 1% | 1.5% | 1%
Cc1cccc(Nc2ccncc2S(=O)(=O)NC(=O)NC(C)C)c1 | -2% | -19% | -4% | 11 | 4&8&5 | -4% | 0% | -2% | 0% | -0.2% | .
COc1cc([N+](=O)[O-])ccc1NC(=O)COC(=O)CCS(=O)(=O)c1ccc(C)cc1 | . | -3% | . | -17 | . | . | -4% | 1% | 4% | -0.1% | 5%
COc1ccc(CNC(=O)COC(=O)CCn2c(C)csc2=O)cc1OC | . | 0% | . | -18 | . | . | -1% | -4% | 1% | -0.9% | 0%
NS(=O)(=O)c1ccc(Nc2nc(-c3ccc(F)cc3)cs2)cc1 | -2% | 2% | ? | -17 | -6 | 1% | -10% | -6% | -2% | -0.1% | -21%
CCSCCC(NC1=CC(=O)CC(C)(C)C1)C(=O)O (stereo unspecified) | 0% | 5% | 9% | -21 | 4 | 0% | 1% | -3% | -3% | -0.2% | 16%
CCc1ccc(/C=N/NC(=O)Cc2ccc(OC)c(OC)c2)s1 | -2% | -14% | . | -21 | . | -1% | -1% | -4% | -2% | 0.2% | 18%
COc1ccc(C2c3ccc4ccccc4c3Oc3ncn(CCN4CCOCC4)c(=N)c32)cc1 (stereo unspecified) | 2% | ? | -10% | -6 | -2 | 3% | -15% | -4% | -7% | -0.2% | -68%[inhibitor]
O=C1CC(CC(=O)N/N=C/c2ccccc2[N+](=O)[O-])=NN1 | . | 1% | 5% | -8 | -1 | -2% | 1% | 2% | 17% | -1.0% | 20%
COc1ccc(C(C)=O)cc1CSc1nc2ccccc2c(=O)n1-c1ccccc1 | 0% | ? | 8% | -4 | -4 | -15% | -1% | 1% | -1% | -0.5% | 1%
CCCOC(=O)C1[C@H]2C(=O)N(C(C)c3ccc(OC)cc3)C[C@]23C=C[C@H]1O3 (stereo partly specified) | 5% | 1% | 0% | 0 | 6 | -3% | 1% | -2% | 0% | 0.2% | -32%
Cn1cc(/C=C(\NC(=O)c2ccccc2Cl)C(=O)NCCCn2ccnc2)c2ccccc21 | 8% | 11% | . | -8 | . | . | 1% | -12% | -4% | -0.1% | 36%
Cc1cc(Cl)ccc1OCC(=O)NNC(=O)c1cnccn1 | 1% | 7% | 9% | 7 | 3 | 0% | 1% | -3% | 0% | 0.0% | -36%
COC(C[C@H]1O[C@H]1[C@@H](O)COCc1ccccc1)OC | 0% | -2% | . | 16 | -3 | 0% | 5% | 1% | 3% | -0.3% | 1%
Cc1ccc(CN2CCNC(=O)C2CC(=O)NCc2csc(C(C)C)n2)cc1 (stereo unspecified) | 3% | -2% | . | -3 | . | 23% | 9% | -1% | -9% | 0.3% | -19%
O=C(COC(=O)c1cnc(Cl)c(Cl)c1)NCCC1=CCCCC1 | -2% | 0% | -2% | -16 | 3 | 3% | 0% | 2% | 11% | -0.8% | 16%
O=C(CN1CCCC1=O)NC1C2CC3CC(C2)CC1C3 (stereo unspecified) | 0% | 3% | -18% | -17 | 2 | -1% | 8% | -3% | -1% | -0.4% | -36%
COCCN(C(=S)Nc1ccc(Cl)cc1OC)C1CCN(C(C)=O)CC1 | -3% | -3% | . | 22 | -9 | 1% | -2% | -4% | 0% | 0.5% | 12%
C=CCN1C(=O)c2ccc(C(=O)OCC(=O)N(C)C3CCCCC3)cc2C1=O | -2% | 0% | -12% | -3 | -2 | 4% | -5% | -1% | 1% | 0.1% | 6%
NC(=O)CC(NC(=O)Cc1ccc(Br)cc1)c1ccc(N2CCc3ccccc3C2)c([N+](=O)[O-])c1 (stereo unspecified) | . | ? | 63%[activator] | 2 | 0 | 12% | -2% | -4% | -6% | 0.3% | -7%
C=C1CCC2C(C)(C)[C@@H](O)CC[C@@]2(C)[C@@H]1COc1ccc2ccc(=O)oc2c1 (stereo partly specified) | -1% | ? | 2% | 3 | -4 | . | -10% | 2% | 4% | 0.2% | 3%
Cc1cc2nc(SCC(=O)O)nc(C)c2cc1C | 2% | 7% | 9% | 1 | 4 | -3% | 1% | -3% | 1% | -0.3% | 10%
COc1ccc(NC(=O)Cn2cccc2)c(OC)c1 | -3% | 10% | . | 4 | -1 | 1% | 15% | -9% | 0% | -0.1% | -2%[7.66 µM]
Cc1nn(C)cc1[C@@H]1C[C@H]2CN(Cc3cccc(Cl)c3)C(=O)[C@]23CCCN13 | 7% | 20% | -1% | -25 | 0 | -2% | 6% | -9% | -1% | 0.0% | 20%

From PubChem

Only part of the results is shown. The share of hits here may be higher or lower than overall.
